# iPSC survival up = hiPSC single-cell survival enhancement | survival enhancement, % at 20 µM | ATPlite luminescence; 100% = ROCK inhibitor wells, 0% = DMSO | 360,000 tested, 0.044% active; in the data active = survival enhancement above about 18%;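 also: cells exposed to compounds for 16 hours before the ATP read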
# Peg3 promoter = Peg3 promoter activity inhibition | AID 588405 | 360,000 tested, 1.7% active | inhibition, % at 20 µM | HeLa PEG-Prom luciferase reporter, luminescence, overnight;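 active = inhibition of at least 50% at 20 µM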
# Cardio protect = protects H9c2 cardiomyocytes from peroxide injury; protection from H2O2 cell death, % at 20 µM; 360,000 tested, 0.63% active; H2O2 injury protection, ATPLite, 2 h; AID 588492;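 active = compounds giving at least 50% protection of heart cells from peroxide-induced death in the single-dose screen, raw or plate-pattern-corrected value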;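 also: 0% = DMSO wells with peroxide and 100% = DMSO wells without peroxide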
# Shn3 inh set2 = Schnurri-3 reporter inhibition in Clone20 osteoblasts. Clone20 osteoblast Shn3 3'UTR firefly luciferase, 24 h. inhibition, % at 12.5 µM. 360,000 tested, 0.52% active;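 active = mean inhibition of at least 75% with every replicate also reaching 75%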;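 also: 0% = median of neutral control wells and 100% = pilot-screen positive control compound; some compounds past the cut are filed as inactive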
# NR2E3 ag-1 = agonists of human NR2E3 nuclear receptor; AID 602229; inhibition of corepressor binding, % at 3.98 µM; Q9Y5X4; 360,000 tested, 0.35% active; CHO-S Gal4-NCOR/VP16-NR2E3 two-hybrid, luciferase;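 active = inhibition above the mean of all tested compounds plus 3 SD, cut at about 70% in these data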;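 also: 0% = DMSO with NR2E3 transfected cells and 100% = cells lacking NR2E3 construct; higher means lower luciferase signal from less NR2E3 corepressor binding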
# Target sequence (Q9Y5X4 whole entry, looked up, the tested form may be a part): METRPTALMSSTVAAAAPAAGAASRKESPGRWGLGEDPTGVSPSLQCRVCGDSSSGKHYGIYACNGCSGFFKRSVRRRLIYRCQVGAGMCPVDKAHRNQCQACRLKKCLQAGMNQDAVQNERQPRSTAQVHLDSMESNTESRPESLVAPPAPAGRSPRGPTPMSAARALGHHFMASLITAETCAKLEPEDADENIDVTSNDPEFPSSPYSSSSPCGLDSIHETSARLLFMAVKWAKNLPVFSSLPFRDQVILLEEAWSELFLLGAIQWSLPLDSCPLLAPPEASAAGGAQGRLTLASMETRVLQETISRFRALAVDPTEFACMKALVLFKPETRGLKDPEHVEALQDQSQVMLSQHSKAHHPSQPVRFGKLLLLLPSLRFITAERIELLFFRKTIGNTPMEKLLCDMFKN
# HTR2A ag = activates the mouse 5-HT2A serotonin receptor; P35363; CHO-K1 mHTR2A beta-arrestin complementation, luminescence; percent of 30 µM serotonin response; activation, % at 7.6 µM; 360,000 tested, 0.66% active; AID 624169;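 active = activation above a run cutoff, the mean activation of all tested compounds plus 3 SD, cut at about 14% in these data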;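 also: 0% = plate median of compound wells and 100% = 30 µM serotonin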
# TRPM1 prom inh = MITF TRPM1 promoter inhibition in SK-MEL-5 cells. AID 488899. inhibition, % at 12.5 µM. SK-MEL-5 TRPM1 promoter luciferase, 24 h. 330,000 tested, 0.83% active;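 active = mean inhibition across replicates of 60% or more, whatever share of single replicates reaches that level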; also: values of inactives mirror those of a sister screen read the other way
# CaV13 ICDI inh = Disruptors of the CACNA1D IQ motif to Ca2+-dependent inactivation inhibitor domain association, primary screening, Förster resonance energy transfer in intact living …. inhibition, % at 12.3 µM. 340,000 tested, 0.098% active. AID 743397. HEK cells, CFP/YFP FRET ICDI-IQ, plate reader, 10 min; percent FRET-ratio fall versus neutral wells;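 active = mean replicate inhibition of at least 30% and at least 1% of replicates passing that level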;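 also: 0% = median of the neutral control wells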
# PDI turbidity = blocks human protein disulfide isomerase activity. PDI insulin aggregation turbidity, A650, 90 min. inhibition, % at 10 µM. 350,000 tested, 0.052% active;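 active = mean inhibition across replicates of 30% or more, whatever share of single replicates reach that level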;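 also: absorbance from insulin aggregation driven by PDI reduction with DTT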
# Target sequence (P07237 whole entry, looked up): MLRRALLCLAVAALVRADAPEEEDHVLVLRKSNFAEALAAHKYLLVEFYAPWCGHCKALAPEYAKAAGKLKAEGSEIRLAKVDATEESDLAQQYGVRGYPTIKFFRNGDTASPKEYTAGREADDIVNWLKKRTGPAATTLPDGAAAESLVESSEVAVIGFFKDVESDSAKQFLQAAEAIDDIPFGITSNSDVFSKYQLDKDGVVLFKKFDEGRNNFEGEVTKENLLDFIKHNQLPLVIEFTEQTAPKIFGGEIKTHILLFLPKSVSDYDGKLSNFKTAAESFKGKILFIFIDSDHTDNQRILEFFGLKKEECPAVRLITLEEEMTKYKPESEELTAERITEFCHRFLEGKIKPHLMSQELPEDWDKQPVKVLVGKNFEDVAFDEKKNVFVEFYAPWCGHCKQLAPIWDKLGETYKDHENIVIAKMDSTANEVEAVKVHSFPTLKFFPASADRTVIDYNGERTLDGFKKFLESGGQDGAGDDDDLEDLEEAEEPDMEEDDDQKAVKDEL
# HIF-2a block = inhibitors of HIF-2a | AID 624352 | 786-0 RCC cells HIF-2a reporter, luciferase luminescence, overnight | 360,000 tested, 0.72% active | inhibition, % at 18.8 µM;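 active = inhibition of the luminescence signal of 40% or more relative to plate controls, in a single-dose primary screen at 18.75 µM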
# NR2E3 ag-2 = agonists of human nuclear receptor NR2E3. inhibition of corepressor binding, % at 4.78 µM. AID 2300. 320,000 tested, 0.12% active. GST-NR2E3/biotin-RetCOR TR-FRET, 1536-well;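 active = percent inhibition above the cutoff of mean plus 3 SD of all tested compounds, set per screening campaign, cut at about 20% in these data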;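 also: 0% = DMSO wells and 100% = biotin wells as full block of FRET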
#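 Material: NR2E3–RetCOR corepressor complex / Incubation: Compound–protein incubation for 5 h at 4 °C / Dosing: compound at 4.8 µM, single dose / Detection: time-resolved FRET / Benchmarks: high control biotin, low control 0.6% DMSO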
# * = called active by the depositor; . = no result given.
SMILES,iPSC survival up,Peg3 promoter,Cardio protect,Shn3 inh set2,NR2E3 ag-1,HTR2A ag,TRPM1 prom inh,CaV13 ICDI inh,PDI turbidity,HIF-2a block,NR2E3 ag-2
CCn1c(COc2ccc(=O)n(-c3ccccc3)n2)nnc1SCc1ccccc1,-1.3,21.5,1.0,6.9,-5.8,2.2,5.5,-5.8,-1.6,23.2,0.5
COc1ccc(C(=O)Nc2cc(=O)n(C)c(=O)n2C)cc1,0.1,19.4,7.8,-1.8,-17.6,5.9,-3.7,-4.6,8.5,10.2,3.0
CC1(C(=O)O)CCCN1C(=O)c1cccc(F)c1 (configuration not stated),-0.2,8.6,-0.4,-5.8,18.0,0.7,.,-6.6,2.7,10.3,.
CCCCN(C(=O)Cn1nnc2ccccc21)C(C(=O)NCCOC)c1ccc(OC)cc1 (configuration not stated),-0.2,-1.2,5.9,-0.5,-15.7,-0.3,-5.3,-5.6,7.6,8.3,3.6
N#Cc1cccnc1N1CCN(C(=O)c2cccc3c2C(=O)c2ccc(-c4ccc(F)cc4OCc4ccccc4)cc2S3(=O)=O)CC1,-2.6,10.6,2.6,18.6,-32.6,-6.5,0.5,-9.9,-0.6,-1.1,.
O=C(C1CCN(S(=O)(=O)c2c(Cl)cccc2Cl)CC1)N1CCCCCCC1,0.2,6.2,4.5,-0.7,2.2,3.3,-7.2,-2.4,1.6,11.5,2.4
Cn1c(N)c(C(=O)COC(=O)c2cc(-c3ccccc3)nc3ccccc23)c(=O)n(Cc2ccccc2)c1=O,0.7,9.7,-11.2,9.7,-30.6,2.5,-7.2,.,-1.3,-11.8,5.7
CC1(C)CC(=O)C2=C(C1)NCN(Cc1ccccc1)C2,1.5,14.5,0.9,11.2,-8.9,3.2,6.9,-6.3,2.6,1.7,-3.5
O=C(CCC(=O)Nc1ccccc1Cl)NNC(=S)Nc1ccccc1C(F)(F)F,0.1,17.4,-2.7,-1.7,5.0,-4.2,-0.5,.,-4.2,8.5,3.8
Cc1nn(CCCC(=O)O)c(C)c1[N+](=O)[O-],2.4,15.0,0.8,6.9,-13.2,-2.6,-8.8,-4.0,2.7,17.5,1.4
Cc1cc(C)nc(Nc2ccc(Br)cc2C(=O)O)n1,-0.3,-1.2,-1.1,5.3,0.7,-5.3,-8.7,-2.0,0.6,24.7,-0.6
COc1cc2c3c(c1OC)C1(C=CC(=NO)C=C1)CC3N(C(C)=O)CC2 (configuration not stated),-2.0,17.5,6.4,-3.3,-9.4,2.7,2.9,-5.2,3.5,-2.2,3.3
COc1ccc(C2C(C#N)=C(N)Nc3onc(C(C)(C)C)c32)c(OC)c1 (configuration not stated),-1.9,2.1,-3.0,13.3,12.2,0.2,0.0,-6.2,-2.6,17.6,-2.5
O=C(Oc1ccccc1Cl)c1ccc(N2CCOCC2)c([N+](=O)[O-])c1,-1.3,-7.8,-3.8,5.5,9.8,-3.8,-11.1,-1.9,-4.1,12.7,-1.7
Cc1ccc2nc3sc(C(=O)N4CCCc5ccccc54)c(N)c3cc2c1,0.1,-12.8,6.9,18.5,-62.6,-2.5,-7.1,-8.4,1.3,-110.6,-2.8
Cc1ccc(-c2csc3ncn(CC(=O)N4CCOCC4)c(=O)c23)cc1,0.0,9.8,-0.7,16.3,-5.0,-2.9,-0.9,.,0.1,12.5,-0.7
Oc1c(Br)cc(/C=N/Nc2ccc(Cl)nn2)cc1Br,-0.1,-2.7,-4.7,-12.2,-37.0,-4.4,2.1,-20.4,7.6,21.6,-1.6
N#CCSc1nc2c(c(=O)n1Cc1ccco1)C1(CCCC1)Cc1ccccc1-2,1.4,5.6,-6.9,6.5,-18.6,0.6,-4.2,-4.1,-5.2,29.0,1.1
COc1cc(-c2[nH]nc3c2C(c2ccco2)C(C#N)=C(N)O3)cc(OC)c1OC (configuration not stated),-2.3,5.3,1.2,-16.6,-7.7,1.9,-1.7,-1.7,11.9,19.9,-0.6
c1ccc(-c2nc(NCC3CCCO3)c3ccccc3n2)nc1 (configuration not stated),-2.0,19.4,17.6,24.7,88.7*,2.5,15.2,-4.3,-4.0,-5.7,-0.2
O=C(NC1CCCCC1)C(c1cccnc1)N(CCc1ccccc1)C(=O)Cc1cccs1 (configuration not stated),-0.4,14.9,9.1,-2.3,7.9,5.8,-4.1,-2.5,-7.3,21.1,-1.5
O=C(CSCc1cccc(Cl)c1)N1CCN(Cc2ccc3c(c2)OCO3)CC1,0.2,15.2,-10.5,-7.1,-3.9,6.0,6.3,-4.1,4.4,7.2,-1.0
O=C(CCn1nc(-c2ccccc2)c2ccccc2c1=O)N1CCN(c2ccccc2)CC1,-0.3,11.2,52.9*,-8.0,1.6,-2.4,10.3,-3.4,0.2,15.9,0.2
C/C=C\C(=O)Nc1cccc(C2=NOC3(C2)C[C@H](C(N)=O)N(C(=O)Cc2ccc([N+](=O)[O-])cc2)C3)c1 (some centres not stated),-2.7,-2.5,-5.1,-41.5,-25.3,-4.3,-10.5,-12.5,-4.0,-12.0,0.2
COc1ccc(CNC(=O)[C@H](C)NC(=O)C2CCN(C(=O)[C@@H](N)CCSC)CC2)cc1,1.9,-3.5,-4.7,10.3,-8.8,-2.9,2.6,.,.,2.9,1.7
COc1cccc(NC(=O)c2ccccc2NS(C)(=O)=O)c1,0.9,12.8,-5.1,6.3,4.1,3.1,5.0,-5.5,-10.3,-18.2,2.9
COc1ccc(/C=N\NC(=O)c2ccc(F)cc2)cc1COc1cc(F)ccc1[N+](=O)[O-],-0.4,41.3,1.1,-5.1,-13.3,-3.6,-1.8,-6.1,17.2,11.6,.
O=C(NCc1cccnc1)C(=O)Nc1ccc([N+](=O)[O-])cc1,0.5,9.2,-3.4,-8.3,-45.0,-2.2,6.0,-1.8,4.9,7.5,-0.1
O=C(Nc1ccccc1N1CCCCC1)c1cccc([N+](=O)[O-])c1,-0.8,11.6,-6.2,18.0,17.1,1.0,6.8,-2.2,-8.4,3.9,-1.0
CCOc1ccc(NC(=O)CN(C)C(=O)CCNC(=O)c2ccco2)cc1OCC,-0.4,12.4,9.2,-5.1,7.0,6.5,9.5,-5.4,2.0,0.3,0.6
O=S(=O)(c1ccc(Cl)cc1)N1CCC2(CC1)OCCN2S(=O)(=O)c1cccs1,0.8,10.4,-5.9,4.1,-3.2,-0.1,7.4,-6.4,7.0,17.8,.
O=C(NCCc1ccccc1)c1cc(-c2ccccc2)c(N2CCOCC2)s1,4.8,-3.8,-0.9,12.7,-17.8,-7.8,10.0,-1.6,.,-6.1,4.5
CSc1ccc(/C=C(/NC(=O)c2ccccc2)C(=O)NCCCn2ccnc2)cc1,-0.3,9.2,-5.5,4.2,-14.3,-6.5,-4.4,-3.7,4.4,-2.4,2.6
CC1CC(C)CN(C(=O)C2CCN(S(=O)(=O)c3cccs3)CC2)C1 (configuration not stated),-0.7,-3.0,1.4,9.8,-3.8,0.0,-4.3,-2.5,-1.2,-7.3,0.4
O=C(CSc1ccc(F)cc1)NCCc1ccc(Cl)cc1,-0.6,-23.4,-0.9,-1.6,-35.7,1.2,8.6,-6.7,5.3,-13.2,0.7
COc1cnc(-c2ccccn2)nc1N(C)c1ccccc1,-0.4,-50.1,-5.3,88.6*,105.5*,-9.2,18.2,-3.2,13.8,-172.7,-1.8
Cc1c(C(=O)OCC(=O)N(C)c2ccccc2)cccc1[N+](=O)[O-],-0.2,6.3,-0.7,-0.1,-5.9,1.1,3.6,-2.4,1.9,0.5,2.4
CN1c2ccc([N+](=O)[O-])cc2C(C)(C)C12C=Cc1cc(C(=O)O)ccc1O2 (configuration not stated),-0.6,9.3,-3.2,-9.6,3.9,0.4,-0.4,-22.2,-33.8,9.3,0.0
COC(=O)C1=C(Nc2ccc(C)cc2)C=C(C)C(C(=O)OC)C1c1cccc(OC)c1 (configuration not stated),0.6,35.4,1.6,9.2,-10.6,-2.2,14.3,-5.1,10.2,13.6,0.5
COc1cccc2c(=O)c(C/C=C(/C)Cl)c(C)[nH]c12,0.0,9.5,3.4,4.8,-17.7,-2.0,0.1,-4.7,-17.8,-6.4,2.8
Cc1ccc(C(=O)Nc2nccs2)cc1,-0.9,-187.3,-21.7,-44.5,-88.5,-0.3,-24.5,-7.2,-0.7,-224.0,-3.5
c1coc(CN2CN=C(Nc3nc4ccccc4s3)NC2)c1,1.7,-82.6,-2.9,-20.4,-62.4,-4.9,-33.4,.,-2.5,-118.9,2.8

# Some of these compounds in order of number of heavy atoms, ascending.
SMILES,iPSC survival up,Peg3 promoter,Cardio protect,Shn3 inh set2,NR2E3 ag-1,HTR2A ag,TRPM1 prom inh,CaV13 ICDI inh,PDI turbidity,HIF-2a block,NR2E3 ag-2
COc1cccc(NC(=O)c2ccccc2NS(C)(=O)=O)c1,0.9,12.8,-5.1,6.3,4.1,3.1,5.0,-5.5,-10.3,-18.2,2.9
O=C(Nc1ccccc1N1CCCCC1)c1cccc([N+](=O)[O-])c1,-0.8,11.6,-6.2,18.0,17.1,1.0,6.8,-2.2,-8.4,3.9,-1.0
CN1c2ccc([N+](=O)[O-])cc2C(C)(C)C12C=Cc1cc(C(=O)O)ccc1O2 (configuration not stated),-0.6,9.3,-3.2,-9.6,3.9,0.4,-0.4,-22.2,-33.8,9.3,0.0
O=C(CSCc1cccc(Cl)c1)N1CCN(Cc2ccc3c(c2)OCO3)CC1,0.2,15.2,-10.5,-7.1,-3.9,6.0,6.3,-4.1,4.4,7.2,-1.0
CCOc1ccc(NC(=O)CN(C)C(=O)CCNC(=O)c2ccco2)cc1OCC,-0.4,12.4,9.2,-5.1,7.0,6.5,9.5,-5.4,2.0,0.3,0.6
COc1ccc(CNC(=O)[C@H](C)NC(=O)C2CCN(C(=O)[C@@H](N)CCSC)CC2)cc1,1.9,-3.5,-4.7,10.3,-8.8,-2.9,2.6,.,.,2.9,1.7
COc1ccc(/C=N\NC(=O)c2ccc(F)cc2)cc1COc1cc(F)ccc1[N+](=O)[O-],-0.4,41.3,1.1,-5.1,-13.3,-3.6,-1.8,-6.1,17.2,11.6,.
O=C(CCn1nc(-c2ccccc2)c2ccccc2c1=O)N1CCN(c2ccccc2)CC1,-0.3,11.2,52.9*,-8.0,1.6,-2.4,10.3,-3.4,0.2,15.9,0.2

# Bioassay records as filed in PubChem BioAssay.
